Bioassay records: PubChem BioAssay, National Center for Advancing Translational Sciences (NCATS)
KDM4E inh: inhibitors of human JMJD2E histone demethylase. B2RXH2. JMJD2E catalytic domain, FDH-coupled NADH fluorescence (FDH is formaldehyde dehydrogenase). Potency, µM (titrated, usually from 57.1 µM), without a hit: at the highest dose activity change, negative = inhibition, hits mostly inhibitors. actives 1.6% (n = 230,000). AID 2147; active = well fitted inhibition curve with a large enough effect, not every such curve was filed as active; inconclusive = small, poorly fitted or top-dose-only effect, or another doubt; inactive = no such curve, though single readings can be large or run the other way;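 also: 0% = wells with enzyme and -100% = buffer wells without enzyme; nearly all actives have a fitted effect of over 50% in size; many of its hits are not listed in these tables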
Target sequence (B2RXH2 1-337 limits assumed): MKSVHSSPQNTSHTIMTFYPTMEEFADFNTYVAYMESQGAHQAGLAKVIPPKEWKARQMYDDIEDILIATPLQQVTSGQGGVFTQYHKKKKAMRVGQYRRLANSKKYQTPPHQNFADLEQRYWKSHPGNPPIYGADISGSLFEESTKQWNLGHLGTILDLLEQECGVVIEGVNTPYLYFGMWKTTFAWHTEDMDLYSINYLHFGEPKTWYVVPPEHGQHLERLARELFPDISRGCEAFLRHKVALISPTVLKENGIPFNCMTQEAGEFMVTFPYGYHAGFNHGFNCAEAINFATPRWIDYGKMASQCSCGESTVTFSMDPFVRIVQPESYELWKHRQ
RGS12 GoLoco inh: RGS12 GoLoco-Gai1 interaction inhibition; Potency, µM (highest dose often 61.6 µM), inactives show at the highest dose activity, negative = inhibition, hits mostly inhibitors; AID 880; actives 0.44% (n = 230,000); Gai1:RGS12 GoLoco peptide FP, rhodamine, 10 min; P63096; active = well fitted inhibition curve with a large enough effect, not every such curve was filed as active; inactive = no such curve, though single readings can be large or run the other way; also: % is scaled to controls: 0 for no effect and ±100 for the full control effect; nearly all actives have a fitted effect of over 30% in size; many of its hits are not listed in these tables
Target sequence (P63096 whole entry, looked up): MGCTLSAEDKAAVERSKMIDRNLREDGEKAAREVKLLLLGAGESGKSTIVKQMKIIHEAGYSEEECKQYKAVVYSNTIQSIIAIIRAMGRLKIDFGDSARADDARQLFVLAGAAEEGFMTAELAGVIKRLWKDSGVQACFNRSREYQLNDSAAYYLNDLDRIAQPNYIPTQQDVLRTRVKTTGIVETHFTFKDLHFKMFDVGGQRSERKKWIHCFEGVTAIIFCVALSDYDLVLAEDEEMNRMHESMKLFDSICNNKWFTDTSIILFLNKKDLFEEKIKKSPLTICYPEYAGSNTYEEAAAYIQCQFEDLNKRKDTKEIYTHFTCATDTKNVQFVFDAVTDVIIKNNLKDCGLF
Epigenetic derep: epigenetic control regulation, reporter derepression; AID 1865; actives 0.2% (n = 280,000); murine LDR cells, GFP reporter derepression, 30 h; Potency, µM (doses to about 53.9 µM), for the others: at the highest dose GFP activation, hits mostly activators; also: % of control where 0% means no effect; nearly all actives have a fitted effect of over 60% in size
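Derepression of a silenced CMV-GFP reporter in murine LDR cells is scored by enumerating GFP-positive cells with a laser-scanning microplate cytometer after 30 hours of treatment at 37 C.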
RECQ1 helicase: RECQ1 (human) helicase inhibition | P46063 | RECQ1 DNA unwinding, red fluorescence kinetic read | Potency, µM (highest dose often 57.3 µM), for inactives: at the highest dose activity, negative = inhibition, hits mostly inhibitors | actives 0.54% (n = 240,000) | AID 2549;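 also: plate controls were vehicle for no effect and no enzyme for full effect; nearly all actives have a fitted effect of over 30% in size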
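RECQ1T1 50 nM; forked duplex (20 bp + 30-nt ss tails) 200 nM, ATP 2 mM final; pH 8.0, 2 mM MgCl2, 2.5 ug/ml poly(dI-dC); 15 min compound preincubation; discontinuous kinetic read over 2 h at RT.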
NPSR antagonist: antagonists of human neuropeptide S receptor cAMP signaling; AID 1461; CHO-NPSR cells, cAMP TR-FRET, antagonist mode; actives 1% (n = 220,000); Q6W5P4; Potency, µM (series often up to 38.3 µM), for inactives: at the highest dose activity change, negative = inhibition, actives largely listed as inhibitors; also: % is scaled to controls: 0 for no effect and ±100 for the full control effect; nearly all actives have a fitted effect of over 50% in size; many of its hits are not listed in these tables
Target sequence (Q6W5P4 whole entry, looked up): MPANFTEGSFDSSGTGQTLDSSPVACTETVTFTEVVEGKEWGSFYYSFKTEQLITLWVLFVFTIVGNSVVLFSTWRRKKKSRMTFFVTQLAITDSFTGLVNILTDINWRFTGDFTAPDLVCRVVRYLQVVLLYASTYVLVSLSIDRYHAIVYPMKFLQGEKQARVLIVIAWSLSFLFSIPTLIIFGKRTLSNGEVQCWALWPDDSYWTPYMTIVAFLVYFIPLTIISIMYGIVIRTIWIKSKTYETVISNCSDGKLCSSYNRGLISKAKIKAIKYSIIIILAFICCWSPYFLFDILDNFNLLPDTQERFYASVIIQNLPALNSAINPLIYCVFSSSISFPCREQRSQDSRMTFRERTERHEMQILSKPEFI
IMPase Li cell: cell-permeable IMPase inhibitors with lithium potentiation; CHO-M1 cells, IP1 TR-FRET (IP-One), carbachol + lithium; Potency, µM (top dose mostly 59.4 µM), without a hit: at the top dose activity, negative = IMPase inhibition, actives largely listed as inhibitors; actives 0.35% (n = 210,000); AID 1457;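 also: IP1 builds up when IMPase is blocked and the TR-FRET signal falls; plate controls were basal vehicle for no effect and high inhibitor control for full effect; nearly all actives have a fitted effect of over 50% in size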
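CHO-M1, 2000 cells/well, 16–30 h culture; cpd + low Li+, 30 min 37C; lysis with d2-IP1/Eu-anti-IP1 Ab, 10 min RT; TR-FRET 665/620 ratio and 620 channel; AC50 via Hill.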
SMN2 splice up: SMN2 splice variant enhancement. HEK293 SMN2-luciferase splicing reporter, luminescence, 30-36 h. Potency, µM (series often up to 46.1 µM), without a hit: at the top dose activity change, positive = activation, most hits filed as activators. actives 2.8% (n = 210,000); also: % of control where 0% means no effect; nearly all actives have a fitted effect of over 55% in size
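HEK293 cells carry an SMN2 minigene-luciferase reporter in which exon 7 inclusion puts luciferase in frame. Cells were seeded at 2000 cells/well, attached for 10-12 hours, then exposed to compounds for 30-36 hours at 37C before ONE-Glo luminescence.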
KinaseGlo FLuc: blocks Kinase-Glo luciferase, a counter-screen artifact. Potency, µM (titrated, usually from 38.3 µM), inactives show at the highest dose activity change, negative = inhibition, most hits filed as inhibitors. actives 0.28% (n = 200,000). AID 1379. Q27757. Kinase-Glo luciferase, ATP luminescence, 8 min; also: % is scaled to controls: 0 for no effect and ±100 for the full control effect; nearly all actives have a fitted effect of over 60% in size
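Kinase-Glo luciferase light output from ATP and luciferin was measured with 10 uM ATP, within the enzyme's linear range. Buffer: 50 mM imidazole pH 7.2, 50 mM KCl, 7 mM MgCl2, 0.01% Tween 20, 0.05% BSA; luminescence read after 8 min at ambient temperature.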
* marks the source's active call; other numbers are inactive results; i = inactive; u = inconclusive; x = no result given; & = joins results of further samples; [ ] = remark or other dose. Unless noted, calls follow the shape of the dose curve; as a rule, active = well fitted curve in the direction sought with a large enough effect; inconclusive = small, poorly fitted or top-dose-only effect, or another doubt; inactive = no such curve, though single readings can be large; an effect the other way counts as inactive or inconclusive. Potency is read from the fitted curve at half-maximal effect.

Under each structure: IMPase Li cell | RECQ1 helicase | KinaseGlo FLuc | NPSR antagonist | SMN2 splice up | KDM4E inh | Epigenetic derep | RGS12 GoLoco inh
O=C(NCc1cccs1)c1ccc(Br)o1
  5% | 4% | 5% | 11% | 15% | -2% | -2.6% | 4%
CCO[C@@H]1OC(C(=O)Nc2ccccc2)=C[C@H](c2ccc(Br)cc2)[C@H]1CCCO
  4% | -6% | x | u | x | -4% | -1.5% | 2%
COc1cccc(/C=N/NC(=O)CCn2nnc3ccccc32)c1
  5% | -3% | 3% | 18% | 10% | -11% | -1.0% | 8%
Cc1ccc(NCC(=O)N/N=C\c2ccc[nH]2)cc1
  x | -2% | x | -8% | x | -6% | 4.0% | 0%
CC(C)CC(=O)NC(=S)Nc1ccc(NC(=O)c2ccco2)cc1
  -5% | i | 0% | -4% | 14% | -7% | u | -4%
Cc1cc(C=O)c(C)n1-c1ccc(Cl)c(C(=O)O)c1
  -1% | 28µM* | 1% | 8% | 11% | -21% | -0.4% | 3%
COc1ccc(N(C(C)C(=O)NN=C2CCCCCCC2)S(C)(=O)=O)cc1 (stereo unspecified)
  -14% | -4% | 0% | -26% | -3% | 22% | 1.2% | 2%
CCc1nnc(SCc2cn3c(C)cc(C)nc3n2)n1N
  13%[38.3 µM] | -15% | 1% | -5%[46.1 µM] | -4% | u | 4.8% | 0%
CCOC(=O)C1=C(C)NC(C)=C(C(=O)OCC)C1C
  -8% | 12%&-6% | 5% | 11%&-2% | -11% | u | 5.8%&0.2% | 9%&12%
O=C(CCc1ccccc1)NC(=S)Nc1cc(C(F)(F)F)ccc1N1CCOCC1
  -5%[38.3 µM] | u | 3% | u | -17% | 0% | -0.9% | -2%
Cc1cc(C)n2nnnc2c1C#N
  -2% | -3% | 0% | -1%[46.1 µM] | 3% | 1% | 0.0% | 1%
CC(=O)c1nnn(-c2ccccc2C#N)c1C
  x | -12% | x | -21% | x | -1% | 9.7% | -1%
Cc1nn(CCC(=O)NNC(=S)Nc2cccc(Cl)c2)c(C)c1[N+](=O)[O-]
  11% | 2% | 1% | -13% | -4% | u | -1.0% | 0%
COC(=O)c1sccc1NC(=O)CN(C)NS(=O)(=O)c1ccc(F)cc1
  -5%[38.3 µM] | -5% | -4% | -5%[46.1 µM] | -17% | 5% | 1.0% | 53%[activator]
CCCS(=O)(=O)N1CCN=C1SCc1cccnc1
  2% | -10% | -1% | 3% | -34%[inhibitor] | 4% | -0.1% | -2%
COc1cc(NC(=O)c2ccc(F)cc2)c(OC)cc1NC(=O)CN1CCOCC1
  4% | 7% | -3% | -8% | -11% | -4% | 1.8% | 20%
O=[N+]([O-])c1ccc(Sc2nccn2Cc2ccccc2)cc1
  -2%[38.3 µM] | 2% | -3% | -27%[46.1 µM] | 18% | 3% | -0.3% | -4%
Cc1ccc(NC(=S)N2CCN(c3ccccn3)CC2)c(C)c1
  4% | i | -1% | -7% | -14% | -1% | 0.9% | 2%
COc1ccccc1CCNC(=O)c1cnccn1
  13%[38.3 µM] | i | -7% | -3%[46.1 µM] | 14% | -1% | -3.0% | -3%
CCc1ccc(NC(=O)c2ccc(C3SCC(=O)N3CCc3ccccc3)cc2)cc1 (stereo unspecified)
  50%[activator][38.3 µM] | -7% | -2% | -28%[46.1 µM] | -95%[inhibitor] | -10% | 0.0% | -4%
CCCN(CCC)S(=O)(=O)c1ccc(C(=O)N2CCC(=O)c3ccccc32)cc1
  15%[38.3 µM] | -10% | 1% | -15%[46.1 µM] | -24% | 2% | -1.3% | 16%
CCOC(=O)c1c(C)noc1-c1ccco1
  x | 8% | x | 1% | x | -17% | 1.1% | 4%
O=C(Cn1cc([N+](=O)[O-])cn1)Nc1ccccn1
  -4%[38.3 µM] | 3% | -4% | 4%[46.1 µM] | -19% | -2% | 0.2% | -2%
O=[N+]([O-])c1ccc(Cl)c(CN2CCSCC2)c1
  1% | -1% | -2% | 7% | u | -5% | 1.0% | 5%
Cn1ncc2c(Cl)ncnc21
  2% | x | -5%[7.66 µM] | x | -17%[9.22 µM] | x | x | 6%[14.2 µM]
O=C(NCc1ccccc1)C(=O)NCC(c1ccco1)N1CCN(c2ccccc2F)CC1 (stereo unspecified)
  0% | -13% | 2% | -39% | -31%[inhibitor] | 1% | 1.2% | 3%
COc1ccc(NC(=O)N2CCC(c3nc(-c4cccs4)no3)CC2)cc1
  5% | i | 0% | -10%[46.1 µM] | -19% | 9% | -9.7% | -9%
CCC(=O)N1CCN(c2ccccc2NC(=O)c2ccc(OC)c(Cl)c2)CC1
  16%[38.3 µM] | i | -2% | -23%[46.1 µM] | -3% | 1% | -1.1% | 10%
CCc1cccc2c(=O)c(C(=O)NCCN3CCOCC3)c[nH]c12
  2%[38.3 µM] | -5% | -5% | 1%[46.1 µM] | 18% | -15% | -1.1% | 17%
CCOc1ccccc1C(=O)NC(C(=O)Nc1cccc(S(N)(=O)=O)c1)C(C)C (stereo unspecified)
  3% | -1% | -1% | 4% | -25% | -10% | -1.1% | -2%
NC1=NC[C@@H](Cc2ccc(O)cc2)N1CC1CCCCC1
  x | i | x | 9% | x | 7% | 1.4% | 8%
O=C(NC1CCCCC1)OCCN1CCN(Cc2ccccc2)CCC1=O
  -3% | 0% | 1% | -9% | -55%[inhibitor] | 2% | 0.1% | 12%
CCOC(=O)c1cnc(Nc2nc3ccccc3o2)nc1CSC(=S)N(CC)CC
  7% | -18% | -2% | 0.5µM* | -7% | -7% | u | 9%
Cc1[nH][nH]c(=O)c1C(c1c(C)[nH][nH]c1=O)c1cn(C)c2ccccc12
  22% | -2% | 5% | 36% | x | 9% | 0.0% | 0%
CCOc1ccc(/C=N/Nc2cc(C)nc(N3CCOCC3)n2)cc1
  x | 6% | x | -22% | x | -1% | 3.8% | 12%
C(=N\Nc1nn[nH]n1)/c1ccccc1
  7%[38.3 µM] | i | -6% | -11%[46.1 µM] | -5% | 6% | -0.2% | -16%
COc1ccc(/C(O)=C2/C(=O)C(=O)N(c3ncccn3)C2c2ccc(F)cc2)cc1 (stereo unspecified)
  x | 0% | x | -45% | x | -7% | -1.0% | 5%
CC(C)SCC(=O)Nc1ncc2c(n1)-c1ccccc1CC2
  u | -10% | 8% | -6% | -14% | u | -1.4% | 39%[activator]
CN1CCCN=C1/C=C\c1cccs1
  8% | -6%[25.9 µM] | 1%[17.1 µM] | x | 1%[20.6 µM] | -4%[25.5 µM] | -1.4%[16.9 µM] | -1%[21.6 µM]
CCCC(=O)N(Cc1cc2cc(C)ccc2[nH]c1=O)c1ccccc1OC
  18%[38.3 µM] | -1% | -1% | -26%[46.1 µM] | -5% | u | 0.0% | 0%
COc1ccc(/C=N/NC(=O)c2ccn[nH]2)cc1Cn1nc(C)c([N+](=O)[O-])c1C
  x | 10% | x | 2% | x | 2% | 3.1% | -8%
CCOC(=O)c1c(NC(=O)c2cc(-c3ccc(Cl)s3)nc3ccccc23)sc(C(N)=O)c1C
  -2% | -10% | 2% | 19% | 1% | -8% | u | 5%
COc1ccc(C(=O)COC(=O)CCN=C2NS(=O)(=O)c3ccccc32)cc1OC
  2%[38.3 µM] | 1% | 0% | -9%[46.1 µM] | 1% | u | 0.0% | 11%
COC(=O)C(CCCCNC(=O)OCc1ccccc1)NC(=O)CN (stereo unspecified)
  18%[38.3 µM] | 0% | -8% | -4%[46.1 µM] | 0% | 2% | -2.1% | -11%
CC(=O)Nc1ccc(S(=O)(=O)N2CCN(S(=O)(=O)N3CCCCCC3)CC2)cc1
  3% | i | 2% | -12%[46.1 µM] | -30% | 6% | 2.6% | 6%
CCOc1ccc(-n2c(C)cc(/C=N\NC(=O)CC(=O)NC3CCCCC3)c2C)cc1
  3% | -3% | 2% | -3% | -34%[inhibitor] | u | -3.0% | 8%
COc1ccc(NC(=O)c2ccc3c(=O)n(Cc4ccco4)c(=S)[nH]c3c2)c(OC)c1
  -2%[38.3 µM] | -15% | -1% | -7%[46.1 µM] | -21% | 0% | 0.0% | 7%
Cc1nc2cc(NC(=O)C3COc4ccccc4O3)ccc2s1 (stereo unspecified)
  2% | -2% | -8% | 9% | x | u | -7.0% | 8%
COc1ccc(C(=O)n2nc(-c3ccco3)nc2N)cc1OC
  2% | i | 2% | 53% | 1% | -4% | -1.1% | 7%
CC1CCCN(c2nc3c(c(=O)n(C)c(=O)n3C)n2CCSc2nc3ccccc3o2)C1 (stereo unspecified)
  7%[38.3 µM] | 0% | 0% | -6%[46.1 µM] | -10% | 5% | -1.0% | 0%
Cc1cc(/C=C2\NC(=S)NC2=O)c(C)n1-c1cccnc1
  x | 0% | x | 5% | x | -21% | 1.6% | 2%
O=C(c1ccco1)N1CCN(C(=O)C2CCCN(S(=O)(=O)Cc3ccccc3)C2)CC1 (stereo unspecified)
  21%[38.3 µM] | i | -6% | -15%[46.1 µM] | 9% | 3% | -1.0% | -19%
CC1(C)OC(=O)C(=CSc2ccc(C(C)(C)C)cc2)C(=O)O1
  3% | -1% | -5% | -1% | 29% | -2% | -0.4% | 52%[activator]
CCNc1ncc2nc(-c3ccccc3)c(=O)n(Cc3ccc(F)cc3)c2n1
  u | i | -2% | x | -9% | x | x | 42%[activator]
CSc1ccccc1NC(=O)CN1CCCCC1C (stereo unspecified)
  7% | 5% | -1% | 0% | 12% | -7% | 5.7% | -15%
Cc1ccn2cc(CNS(=O)(=O)c3ccc(Cl)s3)nc2c1
  4%[38.3 µM] | -7% | -3% | -6%[46.1 µM] | -3% | -6% | 0.2% | 11%
COC(=O)Nc1ccc(S(=O)(=O)N(C)CC(F)(F)C(F)F)cc1
  4%[38.3 µM] | -13% | -2% | -13%[46.1 µM] | 0% | -1% | 0.0% | -7%
CCC(C)(c1ccc(C(=O)OC)s1)c1ccc(C(=O)OC)s1
  28%[38.3 µM] | -4% | -5% | u | -17% | -7% | -0.9% | -7%
CC(=O)Nc1ccc(S(=O)(=O)N2CCN(Cc3cccnc3)CC2)cc1
  10%[38.3 µM] | 14% | -5% | -3%[46.1 µM] | 2% | u | -1.0% | -7%
CC1CCCC(NC(=O)COC(=O)c2ccc(S(=O)(=O)N3CCOCC3)cc2)C1C (stereo unspecified)
  u | 2% | 1% | -9%[46.1 µM] | -16% | 1% | -0.9% | 2%

A portion of the library; rates above refer to the full screens.
